KCNK3 block – human KCNK3 channel inhibitors, primary screen, CHO cells, FluxOR thallium flux, B-score. AID 602410, 2012. 340,000 compounds, 0.84% hits. Potassium channel subfamily K member 3 (Homo sapiens), O14649. FluxOR fluorescence; active compounds read low. B-score at 10 µM;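 active means B-score under library mean minus 4 SD, starting fluorescence ratio at most library mean plus 5 SD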;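 further: more negative B-score means stronger inhibition of thallium flux through KCNK3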
GSK3A inh – blockers of GSK3A enzyme activity – biochemical, luminescence, cell-free homogeneous, HTS, primary screen. Glycogen synthase kinase-3 alpha (Homo sapiens), P49840. AID 2650, 2010. 320,000 compounds, 0.1% hits. inhibition, % at 10 µM. GSK-3 alpha kinase, ADP-Glo luminescence, 60 min;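 in the data active means inhibition above about 50%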;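 further: GST-tagged GSK-3 alpha with peptide substrate and 25 µM ATP; 0% = DMSO neutral wells and 100% = GW8510 positive control wells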
RGS4 inh – RGS4 inhibitors, primary screen, cell-based, HEK293 M3R inducible RGS4, calcium flux | Regulator of G-protein signaling 4 (Homo sapiens), P49798 | Fluo-4 calcium flux; active compounds read high; triggered by carbachol at its EC20 | 310,000 compounds, 0.45% hits | B-score at 10 µM;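 active means B-score, a plate-corrected calcium signal, over three deviations above library mean, with baseline fluorescence within five deviations of library mean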;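 further: RGS4 expression induced by doxycycline in cells with stable M3 receptor; B-score is computed from the integrated fluorescence ratio over baseline after carbachol; higher B-score means a larger calcium signal and so more RGS4 inhibition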
Target sequence (P49798 whole entry, looked up): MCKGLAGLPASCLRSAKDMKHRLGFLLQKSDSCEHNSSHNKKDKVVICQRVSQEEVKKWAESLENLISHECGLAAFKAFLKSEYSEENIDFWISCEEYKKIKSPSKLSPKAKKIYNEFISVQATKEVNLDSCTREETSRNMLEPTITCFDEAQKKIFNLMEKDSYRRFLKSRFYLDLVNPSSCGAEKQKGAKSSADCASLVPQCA
KCNK9 block – KCNK9 potassium channel inhibitors, primary screen, HEK293 cells, thallium flux. Potassium channel subfamily K member 9 (Homo sapiens), Q9NPC2. FluxOR thallium flux fluorescence; active compounds read low. 310,000 compounds, 1.2% hits. B-score at 10 µM;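 active means ratio B-score over 3 SD below the library mean, with starting fluorescence within 5 SD of its mean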;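 further: negative B-score means less thallium flux so channel inhibition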
Target sequence (Q9NPC2 whole entry, looked up): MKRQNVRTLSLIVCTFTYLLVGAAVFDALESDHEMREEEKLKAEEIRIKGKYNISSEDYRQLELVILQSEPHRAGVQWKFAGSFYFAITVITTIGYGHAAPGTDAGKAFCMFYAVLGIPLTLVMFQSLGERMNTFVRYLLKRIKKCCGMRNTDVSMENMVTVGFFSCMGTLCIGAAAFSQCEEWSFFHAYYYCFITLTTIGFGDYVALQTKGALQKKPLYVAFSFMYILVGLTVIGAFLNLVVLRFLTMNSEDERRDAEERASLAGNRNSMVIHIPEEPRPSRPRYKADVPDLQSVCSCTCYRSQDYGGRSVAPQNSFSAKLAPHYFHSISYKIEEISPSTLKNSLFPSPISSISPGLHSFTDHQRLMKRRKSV
KCNQ1 pot – potentiators or activators of KCNQ1 channel, primary screen, cell-based, thallium flux, high-throughput | Potassium voltage-gated channel subfamily KQT member 1 (Homo sapiens), P51787 | CHO-K1 KCNQ1, thallium flux FluxOR fluorescence; active compounds read high | B-score at 10 µM | 310,000 compounds, 0.35% hits | AID 2648, 2010;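 active means fluorescence ratio B-score, a plate-corrected score, at least three library SD, with initial intensity B-score within 5 SD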
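Test system: CHO-K1 cells stably expressing KCNQ1 / Medium: assay buffer / Also added: depolarizing K+/Tl+ stimulus, K2SO4 and Tl2SO4 each 12.5 mM in 5x stock / Incubation: 90 min dye loading and 20 min compound exposure, both at room temperature / Signal: thallium influx via FluxOR fluorescence, kinetic imaging / Evaluation: B score of baseline-normalized fluorescence ratio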
hERG protect – hERG rescue from dofetilide block, primary screen, cell-based, CHO-hERG, FluxOR thallium flux, dofetilide IC70; activation (rescue from dofetilide block), less the hit threshold, % at 10 µM; Voltage-gated inwardly rectifying potassium channel KCNH2 (Homo sapiens), Q12809; 310,000 compounds, 0.51% hits; dofetilide IC70 present;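 active means activation above the mean of controls blocked by dofetilide plus 5 SD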;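 further: thallium influx through hERG after potassium depolarization seen as dye fluorescence rise; in these data hits start at about 4.7%; inactives centre near -7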
RGS4 pot – RGS4 potentiators or activators, primary screen, cell-based, HEK293 M3R inducible RGS4, calcium flux; carbachol calcium flux Fluo4; active compounds read low; B-score at 10 µM; 310,000 compounds, 0.92% hits; AID 463111, 2010;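 active means B-score of the integrated calcium signal more than 4 SD below the library mean, with starting fluorescence not abnormally high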;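 further: negative B-score means reduced calcium response which marks RGS4 activation or potentiation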
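Material: M3R-expressing HEK293 line, RGS4 induced by doxycycline | Schedule: Overnight RGS4 induction, 30 min dye load 37 °C, 20 min compound RT | Measured by: Fluo4 fluorescence kinetic imaging of calcium | Read-out: Integrated calcium ratio converted to B score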
PolyA inh – polyadenylation inhibitors in yeast reporter cells, primary screen, luminescence, S. cerevisiae | calls only at 12 µM | S. cerevisiae SKY197-pL101 polyadenylation reporter, beta-gal luminescence; efflux-impaired pdr1/pdr3 knockout yeast; score 100 = 6 SD above DMSO | AID 1875, 2009 | 300,000 compounds, 0.02% hits;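 active means lowest replicate activity score at least 50, where 100 means six control SD above control mean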;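 further: yeast exposed to compound for 9 h at 30 °C; higher score means more reporter readthrough which indicates perturbed polyadenylation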
GSK3B inh – human GSK3beta kinase inhibitors, primary screen, biochemical, cell-free homogeneous, HTS; Glycogen synthase kinase-3 beta (Homo sapiens), P49841; GST-GSK3beta kinase, ADP-Glo luminescence, 60 min; active compounds read low; activity score (negative = inhibition), % at 10 µM; 300,000 compounds, 0.038% hits; AID 2097, 2009;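 active means more than half of replicate wells score below -50%, meaning over 50% inhibition versus plate controls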;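 further: 0% = median DMSO wells and -100% = median GW8510 positive control wells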
Target sequence (P49841 whole entry, looked up): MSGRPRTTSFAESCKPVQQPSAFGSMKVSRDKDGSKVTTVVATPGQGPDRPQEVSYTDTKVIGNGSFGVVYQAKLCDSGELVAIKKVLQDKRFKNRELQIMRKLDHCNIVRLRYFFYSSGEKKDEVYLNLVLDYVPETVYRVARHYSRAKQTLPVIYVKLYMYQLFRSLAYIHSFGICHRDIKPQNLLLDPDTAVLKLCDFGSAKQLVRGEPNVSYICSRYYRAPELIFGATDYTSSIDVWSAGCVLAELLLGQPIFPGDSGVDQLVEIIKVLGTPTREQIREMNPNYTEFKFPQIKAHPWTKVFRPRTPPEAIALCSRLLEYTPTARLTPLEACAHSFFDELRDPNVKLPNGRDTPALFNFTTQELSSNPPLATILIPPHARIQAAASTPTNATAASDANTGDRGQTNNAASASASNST
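Test system: GST-fused GSK3beta enzyme, cell-free | Quantity: 1.6 ng GST-GSK3beta enzyme per well | Reagent: 25 µM ATP with peptide substrate | Schedule: 60 min enzyme reaction, room temperature | Signal: Luminescent ADP-Glo measurement of ADP formed | Read-out basis: Score relative to plate controls | Control set: DMSO and 20 µM GW8510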
KCNQ1 inh – inhibitors of human KCNQ1 channel, primary screen, cell-based, thallium flux, high-throughput. Potassium voltage-gated channel subfamily KQT member 1 (Homo sapiens), P51787. CHO-K1 KCNQ1, FluxOR thallium flux fluorescence; active compounds read high. B-score at 10 µM. 310,000 compounds, 1.3% hits. AID 2642, 2010;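 active means compounds whose thallium flux B-score, printed positive for inhibition, exceeds three library SD while starting fluorescence stays within three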;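 further: channel opened by potassium depolarization with thallium stimulus after 20 min compound exposure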
Dyrk1A ADPGlo – rat Dyrk1A kinase inhibitors, primary screen, biochemical, single point, plate reader | Dual specificity tyrosine-phosphorylation-regulated kinase 1A (Rattus norvegicus), Q63470 | ADP-Glo luminescence, NFATc1 peptide | inhibition, % at 12.5 µM | 310,000 compounds, 0.43% hits; in the data active means inhibition above about 50%;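 further: plate controls were vehicle with enzyme for no effect and no enzyme for full effect; many of its hits are not listed in these tables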
* hit, by the source's call; i = inactive; . = no result given.

SMILES | KCNK3 block | GSK3A inh | RGS4 inh | KCNK9 block | KCNQ1 pot | hERG protect | RGS4 pot | PolyA inh | GSK3B inh | KCNQ1 inh | Dyrk1A ADPGlo
CC(=O)Oc1ccc(C(=O)Nc2nccs2)cc1 | i | 1 | i | i | i | -2 | i | i | -3 | i | 16
O=C(NCC1CCCO1)c1nn2cccnc2c1Cl (stereo not drawn) | i | -2 | i | i | i | -6 | i | i | -1 | i | -3
Cc1cccc[n+]1CC(=O)c1ccc2c(c1)OCCO2 | i | -6 | i | i | i | -6 | i | i | 2 | i | -1
COc1ccc(OC)c(Nc2nc(-c3sc(N)nc3C)cs2)c1 | i | 0 | i | -6.7* | i | -9 | i | i | 1 | i | 43
CCCOc1ccc(Cc2nn[nH]n2)cc1 | i | -2 | i | i | i | -5 | i | i | -2 | i | .
c1ccc2nc3c(nc2c1)CCc1nonc1-3 | i | 2 | i | i | i | -6 | i | i | 0 | i | -2
CC(C)c1nc(SCC(=O)Nc2cccc(S(N)(=O)=O)c2)n[nH]1 | i | 2 | i | i | i | -3 | i | i | -2 | i | -1
CCN(Cc1ccccc1)C(=O)c1cc2cc(OC)c(OC)cc2[nH]1 | i | -1 | i | i | i | -1 | i | i | -1 | i | -2
O=C(NC1=NCCS1)c1ccc(Cl)c(S(=O)(=O)N2CCCC2)c1 | i | 0 | i | i | i | -4 | i | i | -3 | i | 1
COc1ccc(CN2C(=O)c3cccnc3C2=O)cc1S(=O)(=O)N1CC(C)Oc2ccccc21 (stereo not drawn) | i | -2 | i | i | i | -7 | i | i | 3 | i | 0
CC(C)(C)c1ccc(-c2csc(NC(=O)CN3C(=O)NC4(CCCCC4)C3=O)n2)cc1 | i | -3 | i | i | i | -7 | i | i | -1 | i | -9
COc1ccc(-n2nc(C(=O)NCC(=O)N3CCCC(C)C3)c3ccccc3c2=O)cc1Cl (stereo not drawn) | i | -3 | i | i | i | -8 | i | i | -1 | i | -1
COc1cc(OC)cc(-n2nnnc2SCC(=O)NC2CCCC2)c1 | i | -1 | i | i | i | -8 | i | i | 3 | i | 8
C(=N\N1CCN(C2c3ccccc3-c3ccccc32)CC1)/c1ccccn1 | i | -4 | i | i | i | -8 | i | i | 1 | i | 4
Cc1ccc(OCC(=O)Nc2ccc3c(c2)OCCO3)cc1C | i | -4 | i | i | i | -9 | i | i | 6 | i | -2
NCCCCCNC(=O)/C=N\O | i | 0 | i | i | i | -10 | i | i | 0 | i | 1
COc1cccc(CC2(CO)CCCN(Cc3cn[nH]c3-c3cc(C)ccc3C)C2)c1 (stereo not drawn) | i | 2 | i | i | i | 4 | i | i | 1 | i | 0
O=C(N/N=C/c1ccncc1)c1sc2ccccc2c1Cl | i | -1 | i | i | i | -8 | i | i | 3 | i | 5
CCOC(=O)c1[nH]c2c(c1C)C(=O)CC(c1ccc(OCC)c(OC)c1)C2 (stereo not drawn) | i | -3 | i | i | i | -8 | i | i | 4 | i | 2
COCCN(C(=O)COC(=O)c1cnc(C)cn1)c1c(N)n(Cc2ccccc2)c(=O)[nH]c1=O | i | . | i | i | i | -2 | i | i | 3 | i | 11
COc1ccccc1NC(=O)NNC(=O)CCc1ccccc1 | i | 1 | i | i | i | -11 | i | i | -3 | i | -8
CCCOc1ccc(C(=O)NC(=S)N2CCN(c3cc4c(cc3F)c(=O)c(C(=O)O)cn4CC)CC2)cc1 | i | 0 | i | i | i | -7 | i | i | 1 | i | 0
O=C1c2cccc3c2N(CCC3)C(=O)C1(F)c1ccccc1 (stereo not drawn) | i | -1 | i | i | i | -13 | i | i | -1 | i | .
COc1ccc(-c2onc(C)c2-c2ccc(C(=O)OC(C)C)o2)c(O)c1 | i | 1 | i | i | i | -4 | i | i | -5 | i | 1
CCN(CC)S(=O)(=O)c1cc(NC(=O)c2ccc(-n3cncn3)c([N+](=O)[O-])c2)ccc1C | i | 3 | i | i | i | -16 | i | i | -3 | i | 3

The last four compounds of the section above are carried over, then new ones follow:
SMILES | KCNK3 block | GSK3A inh | RGS4 inh | KCNK9 block | KCNQ1 pot | hERG protect | RGS4 pot | PolyA inh | GSK3B inh | KCNQ1 inh | Dyrk1A ADPGlo
CCCOc1ccc(C(=O)NC(=S)N2CCN(c3cc4c(cc3F)c(=O)c(C(=O)O)cn4CC)CC2)cc1 | i | 0 | i | i | i | -7 | i | i | 1 | i | 0
O=C1c2cccc3c2N(CCC3)C(=O)C1(F)c1ccccc1 (stereo not drawn) | i | -1 | i | i | i | -13 | i | i | -1 | i | .
COc1ccc(-c2onc(C)c2-c2ccc(C(=O)OC(C)C)o2)c(O)c1 | i | 1 | i | i | i | -4 | i | i | -5 | i | 1
CCN(CC)S(=O)(=O)c1cc(NC(=O)c2ccc(-n3cncn3)c([N+](=O)[O-])c2)ccc1C | i | 3 | i | i | i | -16 | i | i | -3 | i | 3
COC(=O)c1ccc(CSc2nnc(NC(=O)C3CC(=O)N(c4ccc5c(c4)OCCO5)C3)s2)cc1 (stereo not drawn) | i | 0 | i | i | i | -4 | i | i | -4 | i | 0
Cc1cc2nc(-c3cccnc3SCC(=O)NC(C)C)[nH]c2cc1C | i | 0 | i | i | i | -1 | i | i | 1 | i | 2
Cc1ncc(CO)c(/C=N/NC(=O)c2cc(O)c(O)c(O)c2)c1O | . | . | i | i | i | -7 | i | i | -1 | i | .
C=C(C)CSc1nc2c(cc1C#N)CCC2 | i | 1 | i | i | i | -14 | i | i | 1 | i | 5
COC(=O)c1ccc(/C=C2/SC(=S)N(CCCC(=O)Nc3ccc(O)cc3)C2=O)cc1 | i | -2 | i | i | i | -8 | i | i | 0 | i | -5
NNC(=O)c1sc2cc(C(F)(F)F)cnc2c1-c1cccnc1 | i | 0 | i | i | i | -7 | i | i | -1 | i | -3
CC1CCCCN1C(=O)CSc1nnc(-c2ccco2)o1 (stereo not drawn) | i | -2 | i | i | i | -5 | i | i | 2 | i | 2
O=C(NCc1ccccc1)c1cc(S(=O)(=O)N2CCCCC2)ccc1N1CCOCC1 | i | 2 | i | i | i | -8 | i | i | 1 | i | .
Cc1ccc(/C=C2/CCc3c([nH]c4ccccc34)C2=O)cc1 | i | 1 | i | i | i | -13 | i | i | 0 | i | -4
O=C(O)c1cccc(NC(CNS(=O)(=O)c2ccc(Cl)cc2)c2ccccc2)c1 (stereo not drawn) | i | -4 | i | i | i | -12 | i | i | 3 | i | 1
Cc1ccccc1N1CCN(C2CCCN(C(=O)c3ccsc3)C2)CC1 (stereo not drawn) | i | -2 | i | i | i | -1 | i | i | 3 | i | -4
CCOc1ccccc1C(=O)NC(C(=O)OCC(=O)Nc1nnc(-c2ccccc2)o1)C(C)C (stereo not drawn) | i | -2 | i | i | i | -6 | i | i | 1 | i | 12
BrC(/C=N/Nc1nc(N2CCOCC2)nc(N2CCOCC2)n1)=C/c1ccccc1 | i | . | i | i | i | -14 | i | i | 6 | i | 2
CC(=O)NS(=O)(=O)c1ccc(NC(=O)C(Sc2ccccc2)c2ccccc2)cc1 (stereo not drawn) | i | -1 | i | i | i | -2 | i | i | 2 | i | -9
Cc1nc2ccccc2c(=O)n1CCN1CCOCC1 | i | 0 | i | i | i | -4 | -7.4* | i | -1 | i | 0
Cc1c(OC(C)C(=O)N[C@@H](Cc2ccccc2)C(=O)O)ccc2c3c(c(=O)oc12)CCCC3 (stereo partly drawn) | i | 3 | i | i | i | -13 | i | i | -1 | i | -1
COc1cc(O)oc1C=Nc1ccc(Oc2ccccc2)cc1 | i | 1 | i | i | i | -14 | i | i | 3 | i | 1
Cc1ccc(-c2cc(C(=O)Nc3ccc(S(=O)(=O)Nc4cc(C)on4)cc3)c3ccccc3n2)c(C)c1 | i | 2 | i | i | i | -10 | i | i | 3 | i | 12
O=C(NCCCN1CCOCC1)c1onc(CSc2nc3ccccc3[nH]2)c1C(=O)NCCCN1CCOCC1 | i | 11 | i | i | i | -5 | i | i | 1 | i | 5
CCOC(=O)c1ccc(-c2c(-c3ccc4c(c3)OCO4)noc2-c2ccsc2)cc1F | i | -4 | i | i | i | -13 | i | i | 4 | i | 2
CC1Cn2c(nc3sc4c(c3c2=O)CC(C)(C)OC4)N1CCO (stereo not drawn) | i | -2 | i | i | i | -5 | i | i | 0 | i | 4
O=C(NCc1ccccc1)C1CCCN(S(=O)(=O)c2cccc3nonc23)C1 (stereo not drawn) | i | 0 | i | i | i | -6 | i | i | -2 | i | 1
COCCCNC(=O)C(=O)N/N=C/c1cc2c(cc1Br)OCO2 | i | -8 | i | i | i | -10 | i | i | 5 | i | .
CCC(=O)c1ccc(OCC(=O)OC(C)C(=O)NCc2ccc3c(c2)OCO3)cc1 (stereo not drawn) | i | -1 | i | i | i | -11 | i | i | 6 | i | .
O=C(CC1C(=O)NCCN1C/C=C/c1ccccc1)NCCc1cccnc1 (stereo not drawn) | i | 0 | i | i | i | -2 | i | i | 1 | i | 3

Bioassay records from PubChem BioAssay.

Some of the compounds tested; rates above refer to the full screens.
